From PubChem
Anthrax LF prot – anthrax lethal factor protease inhibition; P15917; multiplex microsphere protease cleavage assay, LF; inhibition, % at 10 µM; 0.12% of 360,000 active; AID 588501; note: plate controls were buffer without enzyme for full effect and enzyme alone for no effect
PriA SSB inh – inhibitors of Klebsiella pneumoniae PriA binding to SSB C-terminal tail; inhibition, % at 33 µM; AID 1272365; 0.6% of 430,000 active; AlphaScreen SSBct-PriA binding, biotinylated peptide; in the data active = inhibition mostly above about 37%, no sharp cut-off; inactive = mostly below about 20%;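 note: plate controls were negative control peptide for no effect and reference peptide for full effect; strong numbers were not always called active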
VHR inh abs – DUSP3 (human) phosphatase inhibition; 0.52% of 290,000 active; inhibition, % at 13.3 µM; recombinant VHR phosphatase, pNPP absorbance; P51452; in the data active = inhibition above about 50%; note: some compounds called inactive have numbers as strong as hits
Vc quorum ag – quorum light induction in luxS cqsA deficient V. cholerae; AID 588436; 0.16% of 350,000 active; V. cholerae BH1578 lux reporter, luminescence, 6 h; activation, % at 18.7 µM; in the data active = activation mostly above about 9.7%, no sharp cut-off; inconclusive = no clear call, values can overlap the other calls; inactive = mostly below about 3.7%; note: not every result past the cut was called active; inactives centre near 0; reference of the scale not given here
TcdB GH inh – TcdB glycohydrolase inhibition | TcdB glycohydrolase enzymatic assay, plate reader | inhibition, % at 9.99 µM | 0.24% of 350,000 active; in the data active = inhibition above about 10%
Target sequence (P18177 whole entry, looked up): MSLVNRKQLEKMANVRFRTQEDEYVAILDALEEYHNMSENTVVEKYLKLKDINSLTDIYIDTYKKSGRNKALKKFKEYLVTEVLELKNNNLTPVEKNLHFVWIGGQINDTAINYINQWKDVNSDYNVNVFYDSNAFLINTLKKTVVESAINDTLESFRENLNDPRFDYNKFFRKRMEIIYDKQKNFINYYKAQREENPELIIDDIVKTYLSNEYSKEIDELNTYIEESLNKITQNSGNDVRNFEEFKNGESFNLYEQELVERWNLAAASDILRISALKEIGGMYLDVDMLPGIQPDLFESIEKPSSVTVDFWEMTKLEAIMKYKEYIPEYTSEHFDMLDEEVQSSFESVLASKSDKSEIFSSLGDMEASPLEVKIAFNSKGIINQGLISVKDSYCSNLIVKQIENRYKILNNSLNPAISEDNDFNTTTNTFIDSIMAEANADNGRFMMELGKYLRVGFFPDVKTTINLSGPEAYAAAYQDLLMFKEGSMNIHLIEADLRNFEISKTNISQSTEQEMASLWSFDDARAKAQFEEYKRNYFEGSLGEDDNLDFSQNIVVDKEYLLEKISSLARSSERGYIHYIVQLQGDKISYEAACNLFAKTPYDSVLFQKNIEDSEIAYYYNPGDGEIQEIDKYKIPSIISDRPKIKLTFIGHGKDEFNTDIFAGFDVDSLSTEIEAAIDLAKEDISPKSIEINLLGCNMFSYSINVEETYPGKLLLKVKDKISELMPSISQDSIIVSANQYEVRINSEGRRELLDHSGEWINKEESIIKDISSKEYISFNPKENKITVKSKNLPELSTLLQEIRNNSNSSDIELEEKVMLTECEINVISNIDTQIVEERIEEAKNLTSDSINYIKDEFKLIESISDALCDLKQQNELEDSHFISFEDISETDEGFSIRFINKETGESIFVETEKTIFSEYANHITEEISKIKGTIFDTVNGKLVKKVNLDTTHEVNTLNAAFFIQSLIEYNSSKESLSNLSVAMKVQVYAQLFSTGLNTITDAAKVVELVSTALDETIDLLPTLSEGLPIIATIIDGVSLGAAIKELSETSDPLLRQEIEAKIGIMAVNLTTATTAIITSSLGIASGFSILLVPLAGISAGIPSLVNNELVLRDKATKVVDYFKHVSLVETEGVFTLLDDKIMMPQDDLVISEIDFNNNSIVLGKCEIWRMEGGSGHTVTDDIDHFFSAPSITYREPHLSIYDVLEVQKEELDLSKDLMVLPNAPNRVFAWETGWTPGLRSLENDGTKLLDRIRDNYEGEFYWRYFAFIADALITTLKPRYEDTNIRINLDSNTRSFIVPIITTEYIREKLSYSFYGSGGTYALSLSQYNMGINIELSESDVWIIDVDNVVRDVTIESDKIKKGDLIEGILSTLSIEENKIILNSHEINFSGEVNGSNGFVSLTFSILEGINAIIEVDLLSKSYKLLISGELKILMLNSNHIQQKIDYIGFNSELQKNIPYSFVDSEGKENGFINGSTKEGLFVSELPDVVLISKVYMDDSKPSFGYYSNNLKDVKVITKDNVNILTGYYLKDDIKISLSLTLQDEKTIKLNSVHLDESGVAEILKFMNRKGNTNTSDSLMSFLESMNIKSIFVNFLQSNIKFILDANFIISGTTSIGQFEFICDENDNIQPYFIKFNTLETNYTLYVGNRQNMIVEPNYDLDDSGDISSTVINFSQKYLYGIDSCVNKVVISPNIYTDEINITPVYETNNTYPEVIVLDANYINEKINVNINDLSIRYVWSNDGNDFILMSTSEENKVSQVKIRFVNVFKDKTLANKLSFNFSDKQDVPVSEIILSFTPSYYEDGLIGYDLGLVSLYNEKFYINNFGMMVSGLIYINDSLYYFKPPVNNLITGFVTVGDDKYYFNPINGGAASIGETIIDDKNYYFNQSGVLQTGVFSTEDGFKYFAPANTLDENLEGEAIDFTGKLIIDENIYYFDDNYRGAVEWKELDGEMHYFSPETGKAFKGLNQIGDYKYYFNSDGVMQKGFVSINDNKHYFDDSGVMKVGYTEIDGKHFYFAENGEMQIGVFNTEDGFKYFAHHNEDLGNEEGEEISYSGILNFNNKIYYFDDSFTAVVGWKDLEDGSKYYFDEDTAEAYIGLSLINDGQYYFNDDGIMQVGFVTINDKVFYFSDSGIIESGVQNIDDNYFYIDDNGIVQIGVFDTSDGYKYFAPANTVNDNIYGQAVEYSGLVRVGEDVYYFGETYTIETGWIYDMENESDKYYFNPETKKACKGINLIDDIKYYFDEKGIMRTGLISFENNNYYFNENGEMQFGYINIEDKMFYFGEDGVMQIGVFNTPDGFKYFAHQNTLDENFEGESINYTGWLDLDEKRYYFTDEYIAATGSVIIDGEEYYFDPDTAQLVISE
Yp Topo-I inh – inhibitors of Yersinia pestis topoisomerase I | Y. pestis Topo-I cleavage product accumulation, plate reader | activity, % at 10 µM | 0.064% of 360,000 active | AID 504884; in the data active = activity above about 50%, passing the limit was not always enough; inconclusive = no clear call, values can overlap the other calls; note: inactives centre near 2
SARS 3CLpro inh – SARS-CoV 3CLpro protease inhibition; P0C6X7; recombinant SARS-CoV 3CLpro, quenched FRET peptide cleavage; inhibition, % at 6 µM; 0.14% of 290,000 active; AID 1706; in the data active = inhibition above about 12%
BoNT-A LC inh2 – inhibitors of Botulinum neurotoxin A light chain protease. inhibition, % at 10 µM. multiplex microsphere protease substrate cleavage, flow cytometry. 0.17% of 360,000 active. AID 588499; note: plate controls were buffer without enzyme for full effect and enzyme alone for no effect
PfHsp40 rescue – rescue of PfHsp40-mediated yeast toxicity | S. cerevisiae expressing PfHsp40, growth rescue, ATP luminescence | growth rescue, % at 12.5 µM | 0.68% of 340,000 active | AID 504582; in the data active = growth rescue above about 28%, passing the limit was not always enough; inconclusive = no clear call, values can overlap the other calls;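 note: yeast W303a lacking pdr1 and pdr3 grown in galactose medium; growth measured after three days at 30 °C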
CCHF vOTU inh – blocks the CCHF virus ovarian tumor domain protease; CCHFV vOTU protease, Pep-AMC fluorescence; inhibition, % at 11.5 µM; 0.55% of 370,000 active; AID 651958; in the data active = inhibition above about 30%; note: 0% = vehicle wells with enzyme and 100% = no enzyme wells
The depositor's hits bear a star; i = inactive; ? = inconclusive; · = not tested or not shown; & = joins results of further samples. Cut-off read from the data, not from the text of the source, unless noted: active = inhibition above about 30%; inconclusive = no clear call, values can overlap the other calls; inactive = below that. Not all compounds are listed; the hit share may differ from the screen's.

SMILES	Anthrax LF prot	PriA SSB inh	VHR inh abs	Vc quorum ag	TcdB GH inh	Yp Topo-I inh	SARS 3CLpro inh	BoNT-A LC inh2	PfHsp40 rescue	CCHF vOTU inh
CCOC(=O)c1nn(-c2cccc(OC)c2)c(-c2ccccc2)c1C(=O)c1ccccc1	-2	17	19	·	-0.2	-2	-2	-0.1	9.5	-1
CCOC(=O)C1=C(c2ccccc2)NC(N)=NC1c1ccc(OCc2ccc(C(=O)OC)cc2)cc1 (stereo unspecified)	-11	33	4	-0.1	2.1	9	5	-1.0	-1.2	21
COc1cccc(-c2onc3ccc(C(=O)/C=C/N(C)C)cc23)c1	3	8	16	-0.4	-0.3	25	0	3.6	0.5	-11
O=S(=O)(c1ccc2nc(COc3ccc(Cl)cc3Cl)[nH]c2c1)N1CCOCC1	-2	2	15	i	2.6	-3	2	-0.9	0.3	1
O=C(/C=C/Sc1ccccc1)c1ccccc1	-4	-19	10	9.7	1.1	6	4	-0.8	1.5	7
CCOc1ccc(NC(=O)NCCCCc2ccccc2)cc1	1	1	2	-1.7	-0.5	32	2	-0.4	-0.5	11
CCCCCn1c(SCc2ccncc2)nc2cc(C(=O)NCc3ccco3)ccc2c1=O	-9	-12	30	-2.5	-0.8	4	-4	?	3.3	-12
CC1=C(C(=O)OCc2ccccc2)C(c2ccc([N+](=O)[O-])cc2)NC(=O)N1CCCCCC(=O)O (stereo unspecified)	-4	2	1	-5.9	-4.3	20	6	-0.6	0.7	4
CN(C/C(O)=C(\C#N)c1ccccc1)C1CCCCC1	-2	6	4	0.5	·	-1	-5	-0.4	-1.8	4
O=C(/C=C/c1ccc([N+](=O)[O-])cc1)c1cccnc1	-4	-1	8	-0.6	-0.2	1	0	-0.7	-0.2	3
COc1ccc2cc3cc(C(=O)NCc4ccco4)oc3nc2c1	0	-5	-12	i	·	-6	2	0.2	0.1	-283
O=C1NC(=O)C2(COC(c3ccccc3Cl)OC2)S1 (stereo unspecified)	-3	-14	2	·	-0.1	9	1	-0.6	0.3	0
CN1CCN(C(=O)C2=C[C@@H](C3CCCCC3)C[C@@H](OCCCCO)O2)CC1	-7	-7	16	-0.8	0.2&-1.0	-2	-2	0.3	-0.4	-12
O=C(NCc1n[nH]c(=S)n1-c1ccccc1)c1ccco1	-8	-8	13	0.1	·	-11	0	9.1	-0.8	3
Cc1cc(=O)oc(C)c1C(=O)Nc1cnc2ccccc2c1	1	-15	4	·	·	-5	-2	0.3	-0.2	-11
Cc1ncsc1C(=O)N1N=C2/C(=C/c3ccccc3)CCCC2C1c1ccccc1 (stereo unspecified)	-5	2	-1	i	·	10	6	-0.2	3.8	-16
C=CCOc1ccc(C(=O)NC2CCCCC2)cc1	-5	-5	15	i	·	2	-1	-0.5	-0.2	2
Cc1cc(C)n2nc(SC(C)C(=O)NCc3ccco3)nc2n1 (stereo unspecified)	-4	-13	14	-0.4	·	12	-8	0.4	-1.8	1
COc1ccc(-c2c(C)sc(NC(=O)c3ccnn3C)c2C#N)cc1	-2	-10	42	-0.3	-1.3	-2	0	0.5	-1.0	-4
CC(NC(=O)c1ccc([N+](=O)[O-])o1)C12CC3CC(CC(C3)C1)C2 (stereo unspecified)	-3	10	-3	-0.2	0.2	3	-2	-0.7	-1.4	12
Cc1nnc(NC(=O)C(C)Sc2nnc(CCNC(=O)c3ccccc3F)n2C)s1 (stereo unspecified)	2	-11	21	0.6	-0.3	3	-7	-2.0	-0.3	5
COc1ccc(F)cc1C(=O)C1CCCN(Cc2ccc3c(c2)OCCO3)C1 (stereo unspecified)	-3	-1	8	i	0.7	2	-7	-1.7	-0.5	-1
CCOC(=O)Cn1c2ccccc2c2nc(C)sc21	-2	-4	3	0.0	0.3	0	6	0.4	-0.8	-10
CCOc1ccccc1CN1CCN(Cc2csc(C(C)=O)c2)CC1CCO (stereo unspecified)	-7	-12	25	-0.2	-0.4	-9	1	-0.9	-1.0	-4
O=C1CCc2cc(S(=O)(=O)Nc3ccccc3F)ccc2N1	5	6	·	-0.2	-0.7	-3	·	-1.1	-0.6	-12
COCCn1c(=S)[nH]c2ccc(N(C)C)cc2c1=O	-4	-1	19	-0.3	·	-5	-1	-1.3	-0.6	-4
C#CCN1[C@@H]2CCN(C2)c2cc(Br)ccc2S1(=O)=O	-3	-11	·	-0.4	2.7	12	·	0.1	-1.2	0
Cc1ccccc1OCC(=O)N1CCc2ccccc2C1	3	-7	4	i	0.2	10	-6	0.5	0.5	-15
COC(=O)c1sc(-c2ccccc2)cc1NC(=O)c1ccc(F)cc1	0	-11	33	-0.2	·	4	-1	0.8	-1.1	-1
CCc1nc2c(OCC(=O)C(C)(C)C)cccn2c1N(C)C(=O)c1cccs1	-4	·	·	-0.4	0.3	6	·	0.3	·	-5
CCOC(=O)c1c(C)c(C(=O)NC2CCCCC2)c(C)n1CC	0	-6	7	i	·	4	7	-0.1	0.1	-5
C=CCOc1cccc(CNn2nnnc2N)c1	0	9	12	-0.2	1.0	0	1	-0.7	2.8	-1
CNC(=S)N(CCc1ccc(OC)c(OC)c1)C1CC(=O)N(c2ccccc2)C1=O (stereo unspecified)	3	-9	-10	i	·	-16	-2	-2.9	-0.2	·
COc1ccc(C)cc1NC(=O)C(C)N(c1ccc(C)cc1)S(C)(=O)=O (stereo unspecified)	-4	-15	17	-0.4	·	2	-4	0.9	0.8	11
COc1cccc(-c2c(C(=O)N/N=C(\C)c3cccnc3)nnn2-c2nonc2N)c1	1	·	20	-0.2	0.1	6	-3	-0.5	1.2	0
O=C(NNc1ccc(C2CCCCC2)cc1)C(O)(c1ccccc1)c1cccs1 (stereo unspecified)	-4	1	10	i	1.7	10	-2	?	2.2	10
COC(=O)c1ccc(S(=O)(=O)N2CCc3ccccc32)cc1	-6	-7	-4	i	0.0	18	1	-5.5	-1.8	7
CC(=O)Nc1cc(-c2ccccc2)ccc1O	2	-8	-2	-0.4	·	0	0	-0.4	-0.2	-3
COc1cc2c(cc1C1C(C#N)=C(N)OC3=C1C(=O)CC(C)(C)C3)OCO2 (stereo unspecified)	-1	-8	-16	-0.8	-4.8	-2	0	2.6	-1.5	15
O=C(CN1CCN(S(=O)(=O)/C=C/c2ccccc2)CC1)NC(=O)NCc1ccco1	-1	-1	32	-1.6	-0.5	4	-7	-0.5	-0.4	-5
O=C(CN1C(=O)NC2(CCCC2)C1=O)Nc1nc2ccc(F)cc2s1	1	4	·	-5.6	1.7	-1	·	3.2	0.7	13
COc1ccc(OC)c(CCNC(=O)c2sc3nc4n(c(=O)c3c2C)CCC4)c1	4	-2	4	-0.2	-0.7	27	3	5.8	23	-9
O=C(c1ccc(S(=O)(=O)N2CCCCCC2)cc1)N1CCN(c2ccccc2)CC1	-2	-9	12	0.1	0.8	-2	10	-0.7	-0.8	7
C=CCn1c(SCC(=O)c2ccccc2)nnc1-c1ccc2c(c1)OCO2	-5	-7	29	0.1	·	18	-5	0.2	1.0	9
CC(=O)c1sc(N/N=C/c2ccc(C(C)C)cc2)nc1C	-3	·	13	-0.9	1.0	4	-2	-1.6	0.5	3
O=C1CCCc2c1cc(C(=O)NC1CCSC1=O)c(=O)n2-c1ccccc1 (stereo unspecified)	·	-4	21	-5.9	·	-2	1	·	-1.1	1
CC(=O)Nc1ccc(S(=O)(=O)N2CCC(NC(=O)C(Cc3ccccc3F)NC(C)=O)CC2)cc1 (stereo unspecified)	-1	-9	21	i	0.5	-2	3	-0.1	-1.1	-6
O=C(Nc1ccc(F)cc1)C1CCCN1S(=O)(=O)c1ccc(Br)cc1 (stereo unspecified)	2	6	24	-0.7	1.9	5	1	-6.7	0.1	-8

As a working copy, two of the compounds above:
SMILES	Anthrax LF prot	PriA SSB inh	VHR inh abs	Vc quorum ag	TcdB GH inh	Yp Topo-I inh	SARS 3CLpro inh	BoNT-A LC inh2	PfHsp40 rescue	CCHF vOTU inh
CC(=O)Nc1ccc(S(=O)(=O)N2CCC(NC(=O)C(Cc3ccccc3F)NC(C)=O)CC2)cc1 (stereo unspecified)	-1	-9	21	i	0.5	-2	3	-0.1	-1.1	-6
O=C(Nc1ccc(F)cc1)C1CCCN1S(=O)(=O)c1ccc(Br)cc1 (stereo unspecified)	2	6	24	-0.7	1.9	5	1	-6.7	0.1	-8

The listing continues:
SMILES	Anthrax LF prot	PriA SSB inh	VHR inh abs	Vc quorum ag	TcdB GH inh	Yp Topo-I inh	SARS 3CLpro inh	BoNT-A LC inh2	PfHsp40 rescue	CCHF vOTU inh
COc1cc2nc(CN(C)Cc3ccc(OC)c(OC)c3OC)[nH]c(=O)c2cc1OC	1	-12	-6	-0.1	2.1	9	2	-0.6	1.1	0
C[C@H](CO)N1C[C@H](C)[C@@H](CN(C)Cc2ccccn2)Oc2ncc(Br)cc2C1=O	-3	·	·	-2.3	1.7&0.4&-0.1	-3	·	-0.5	·	2
Nc1ccc(Br)cc1-c1nc2ccccc2[nH]c1=O	-1	5	19	-0.3	1.3	1	3	0.3	-0.4	10
CCC1CCCCN1S(=O)(=O)Cc1ccccc1Cl (stereo unspecified)	-8	-25	5	0.3	0.7	12	4	-1.0	0.3	11
CCN(CC)CCNc1ccc(C)c2sc3ccc(O)cc3c(=O)c12	-9	68*	·	5.6	29*	-42	·	1.0	0.4	-10
Cc1ccc(C)c(N(CC(=O)N2CCCC2)S(C)(=O)=O)c1	16	-3	13	-0.2	1.0	2	5	-1.2	0.3	-14
CCN(CC(=O)NCc1ccc(F)cc1)S(=O)(=O)c1ccc(Cl)s1	0	-4	·	i	1.2	5	·	-0.6	-0.7	-6
CC(C)c1nc(SCC(=O)Nc2cccc(C(=O)O)c2)c2c3c(sc2n1)CCCC3	-1	-13	17	-0.4	0.3	17	5	0.2	-0.9	13
CCOc1ccc(S(=O)(=O)NCCC(=O)Nc2cccc(C(=O)OC)c2)cc1	1	-18	24	-0.3	1.3	11	-3	-1.3	-0.1	-9
O=C(O)c1cccc(S(=O)(=O)N2CCCC2)c1	-6	-24	28	-1.4	1.2	5	2	2.8	-1.0	·
CCOc1ccc2c(c1)C(C)=CC(C)(C)N2	-6	19	·	-0.1	0.1	3	·	-0.2	-2.6	40*
O=C(NN=Cc1c(O)ccc2ccccc12)c1ccncc1	15	1	·	5.6	-1.7	-5	·	1.7	15	9
C[C@@H](C(=O)Nc1ccccc1N1CCOCC1)N1C(=O)C2CC=CCC2C1=O (stereo partly specified)	1	-5	23	i	·	4	-3	0.1	-1.2	-7
Cc1ccc(/C=N/NC(=O)CNC(=O)COc2ccccc2)o1	0	·	53*	-0.3	-0.4	8	3	-0.5	0.9	-5
CC(=O)c1cc(NC(=O)c2ccc(Cl)cc2)c(=O)oc1/C=C/N(C)C	2	-9	-11	-1.4	·	0	5	?	0.9	0
Cc1cccc(N(C(=O)Cn2nnc3ccccc32)C(C(=O)NCc2ccco2)c2ccncc2)c1 (stereo unspecified)	8	-16	-5	-1.0	·	1	4	0.6	0.4	2
c1ccc(CNc2ncnc3[nH]ncc23)cc1	1	0	·	i	0.9	3	·	-1.1	-0.5	8
CC(=O)N(Cc1ccco1)c1nc(C(=O)Nc2ccc(Cl)cc2)c(C)s1	-2	-17	18	i	·	-2	5	-1.1	16	6
CC(=C/C(=O)O)/C=C/c1cccs1	3	-12	21	-1.4	·	-5	7	-0.2	-0.4	1

Single entries from the entries so far.
SARS 3CLpro inh, CC(=O)c1cc(NC(=O)c2ccc(Cl)cc2)c(=O)oc1/C=C/N(C)C is entered as 5
PriA SSB inh, CC(=C/C(=O)O)/C=C/c1cccs1 is entered as -12

Given with values under each structure: two of the compounds above.
Values run as follows: Anthrax LF prot, PriA SSB inh, VHR inh abs, Vc quorum ag, TcdB GH inh, Yp Topo-I inh, SARS 3CLpro inh, BoNT-A LC inh2, PfHsp40 rescue, CCHF vOTU inh
- CC(=O)N(Cc1ccco1)c1nc(C(=O)Nc2ccc(Cl)cc2)c(C)s1
 : -2, -17, 18, i, ·, -2, 5, -1.1, 16, 6
- CC(=C/C(=O)O)/C=C/c1cccs1
 : 3, -12, 21, -1.4, ·, -5, 7, -0.2, -0.4, 1
